# Dengue virus CPE: antivirals protecting cells from dengue CPE – CPE readout, HTS (AID 540333); CPE inhibition, % at 20 µM; Dengue virus CPE inhibition in host cells; hits give high values; hit rate 3.1% among 10,000; in the data active = CPE inhibition mostly above about 9.1%, no sharp cut-off; inactive = mostly below about 7.2%
# * hit, by the source's call; i = inactive. This is a subset. The share of hits here may be higher or lower than overall.
SMILES,Dengue virus CPE
O=C(CSc1nc(-c2ccccc2)cc(C(F)(F)F)n1)NCc1cccs1,i
O=C(O)CCC(=O)N1N=C(c2ccccc2)CC1c1ccc2nccnc2c1 (stereo not drawn),i
COc1ccc(C2CC(=O)C=C(NNS(=O)(=O)c3ccc(C)cc3)C2)cc1 (stereo not drawn),0.6
O=C(CN1CCCCC1)NCCNc1ccc(C(F)(F)F)cc1[N+](=O)[O-],1.1
CC(Oc1cc(Cl)ccc1Cl)C(=O)N/N=C\c1ccnn1C (stereo not drawn),i
O=C(OCC(=O)N1CCc2ccccc21)c1c2c(nc3ccccc13)CCCC2,1.3
O=C(/C=C/c1ccco1)N1CCN(c2ncccn2)CC1,i
CC(C)CNC(=O)c1ccccc1NC(=O)/C=C/c1cccc([N+](=O)[O-])c1,i
COC1=C/C(=C/c2c(N)n3cc(C)sc3nc2=O)C=CC1=O,3.5
COc1ccc(CCNC(=O)/C(C#N)=C2\N=C(NC(=O)c3cccs3)c3ccccc32)cc1,5.9
CC(C)C[C@H](NC(=O)c1nc[nH]c1C(=O)N[C@@H](CCCCN)C(=O)OC(C)(C)C)C(=O)OC(C)(C)C,3.0
Cc1ccccc1NC(=O)C1CCCN1/C=C/C(=O)C(F)(F)F (stereo not drawn),i
Cc1cc2oc(C(=O)Nc3ccc(S(=O)(=O)N4CCCC(C)C4)cc3)cc(=O)c2cc1Cl (stereo not drawn),1.0
COc1cc(NC(=S)NC(=O)c2ccc(F)cc2)ccc1NC(=O)c1ccco1,i
Cc1ccc(N=C2NC(=O)/C(=C/C=C/c3ccco3)S2)cc1,2.4
O=C1c2ccccc2C(=O)c2c1cccc2N1CCCC1,0.9
O=C(CN1CCCCCC1)N/N=C/c1cccc(Cl)c1,0.5
O=C1c2ccccc2C(=O)N1CN(C(=O)COc1ccc(Cl)cc1Cl)c1cccc(F)c1,3.2
COc1ccc(-c2n[nH]c(=S)n2/N=C/C=C/c2ccccc2OC)cc1,0.7
COc1ccc(C(CC(=O)Nc2ccccc2OC)n2cccc2)cc1 (stereo not drawn),i
COc1cc(/C=N/NS(=O)(=O)c2ccccc2)ccc1OS(=O)(=O)c1ccc(C)cc1,0.6
Cc1nccn1CC(=O)N/N=C/c1cccc(O)c1,0.8
C=C(C)C(=O)Nc1cccc(C2=NOC3(C2)C[C@@H](C(N)=O)N(C(=O)CCCCC)C3)c1 (stereo partly drawn),0.3
N#CC1(NC(=O)COc2ccc3oc4ccccc4c3c2)CCCCC1,i
Cc1cccc(-n2c(-c3csc4ccccc34)n[nH]c2=S)c1,2.7
C=CCOC(=O)C1=C[C@@H](c2cn(C(C)=O)c3ccccc23)C[C@@H](OCc2ccc(CO)cc2)O1,4.0
NNC(=O)c1cccc(O)c1,0.0
N#Cc1cccc(NC(=O)COC(=O)c2ccccc2Sc2ccccc2C#N)c1,i
CC1(C)CC(=O)C(C(=S)Nc2ccc(F)cc2)=C(NCCN2CCOCC2)C1,i
Cc1ccc(/C=C/C(=O)Nc2nnc(SCc3ccc(C#N)cc3)s2)o1,0.2
Cc1ccccc1OCC(=O)N1N=C(c2cccnc2)CC1(O)C(F)(F)F (stereo not drawn),i
CC1(C)CC(=O)C=C(NNC(=O)c2ccc(N)cc2)C1,0.3
CC1CCc2c(sc(NC(=O)CSc3nnc(-c4ccccc4)o3)c2C#N)C1 (stereo not drawn),3.1
Cc1cccc(OCC(=O)N/N=C/C=C/c2ccco2)c1,0.6
O=C(COC(=O)CC1c2ccccc2CCN1S(=O)(=O)c1ccccc1)Nc1ccccc1 (stereo not drawn),0.3
Cc1ccc(S(=O)(=O)C(c2ccccc2)c2c(C)noc2C)cc1 (stereo not drawn),0.1
CCC(=O)N1CCN(c2cc(N3CCN(C)CC3)c(F)cc2[N+](=O)[O-])CC1,i
Cc1ccccc1OCC(=O)Nc1ccccc1-c1ccccc1NC(=O)COc1ccccc1C,0.9
CC(C)CN(C(=O)CSc1nn(-c2ccc(Cl)cc2)c(=S)s1)C1CCS(=O)(=O)C1 (stereo not drawn),2.1
Cc1cccc(C)c1Nc1ncnc(N)c1[N+](=O)[O-],0.0
CC(C)NCC(O)COCCOc1ccc(C(C)(C)C)cc1 (stereo not drawn),0.2
CCc1nnc(NC(=O)[C@@H](NC(=O)c2cccc(C)c2)C(C)C)s1,i
COC(=O)c1ccccc1NC(=S)N(Cc1ccc2c(c1)OCO2)Cc1cc2cc(C)ccc2[nH]c1=O,21.6*
C#CCNC(=O)C1=C[C@H](C(C)(C)C)C[C@H](OCCCCO)O1,i
CC(=O)c1ccc(OC(=O)CCN2c3ccccc3Sc3ccccc32)cc1,1.0
COc1ccccc1Nc1nnc(SCC(=O)N2CC(=O)Nc3ccccc32)s1,i
O=C(CCc1nc(-c2cccs2)no1)Nc1cnc2ccccc2c1,1.2
CCOc1cccc(-c2cc(C(=O)N/N=C/c3ccc(OC)c(CN4CCOCC4)c3)c3ccccc3n2)c1,5.2
Cc1ccc(NC(=O)c2cncc(Br)c2)c([N+](=O)[O-])c1,1.3
Cc1ccc(C)c(S(=O)(=O)N2CCN(CC(=O)Nc3ccc([N+](=O)[O-])cc3)CC2)c1,1.0

# Further compounds
SMILES,Dengue virus CPE
Cc1cc(C(=O)NCC(=O)OCC(=O)N(C2CCCCC2)C2CCCCC2)ccc1[N+](=O)[O-],i
COc1ccc(/C=C/C(=O)Nc2ccccc2C(F)(F)F)cc1,0.8
N#CCOc1ccc(C2=NO[C@@H]3[C@@H]4C[C@@H]([C@H]5C(=O)N(c6ccc7c(c6)OCO7)C(=O)[C@@H]45)[C@H]23)cc1,i
COc1ccc(-c2cc(-c3nnc(COC(=O)CC4CC5CCC4C5)o3)c3ccccc3n2)cc1OC (stereo not drawn),i
COc1ccccc1C(=O)N/C(=C\c1ccc(Br)cc1)C(=O)NCC(=O)O,0.2
COCCCNC(=O)C1CCCN(S(C)(=O)=O)C1 (stereo not drawn),0.3
COc1ccc(OCCCC(=O)Nc2cccc([N+](=O)[O-])c2C)cc1,i
CCC(=O)Oc1ccc2c(=O)c(-c3ccc4ccccc4n3)c(CC)oc2c1C,0.5
Cc1c(C(=O)Nc2ccc(Cc3ccncc3)cc2)cccc1[N+](=O)[O-],3.1
O=C1c2ccccc2S(=O)(=O)c2cc(C(=O)N3CCN(C(=O)c4ccccc4)CC3)ccc21,0.2
CCNC(=S)Nc1cc(OCC)c(NC(=O)c2ccco2)cc1OCC,0.4
O=C(C[n+]1cc(-c2ccc(F)cc2)n2c1CCC2)OCc1ccccc1,0.2
O=C(NC1=NCCS1)c1cc(-c2cccc(Br)c2)nc2ccccc12,8.2
C=C(C)CNC(=S)N/N=C(\C)c1ccc(Cl)s1,i
CC1(C)CC(=O)C(C(c2ccc(F)cc2)C2C(=O)CC(C)(C)CC2=O)C(=O)C1,i
O=C(NC(Cc1c[nH]c2ccccc12)C(=O)Nc1ccc(F)cc1)c1cccs1 (stereo not drawn),1.9
Cc1ccc(NC(=O)c2sccc2C)cc1S(=O)(=O)N(C)C,0.1
COc1ccc(-c2csc(/C=C/c3ccc4c(c3)OCO4)n2)cc1OC,0.4
Cc1ccc(NC(=S)c2nc3ccccc3[nH]2)c(C)c1,0.3
[N-]=[N+]=NC[C@H](Cc1ccccc1)N1CC[C@@H](NC(=O)OCc2ccccc2)CCC1=O,1.1
CC(C)CNC(=O)CC(=O)NN=C1CCCC1,i
O=C(NC1CCCCC1)c1cccc2c1C(=O)c1ccc(N3CCC(Cc4ccccc4)CC3)cc1S2(=O)=O,0.6
Cc1c(Cl)cccc1NC(=O)CNc1cccc(S(=O)(=O)N(C)C)c1,i
COc1ccc(/C=C/C(=O)NCCc2ccc(S(N)(=O)=O)cc2)cc1,0.2
CCN(Cc1ccccc1)C(=O)C1CCN(Cc2sccc2C)CC1,0.4
COc1ccc(N(CC(=O)Nc2c(C)n(C)n(-c3ccccc3)c2=O)S(=O)(=O)c2ccc(F)cc2)cc1,0.0
O=C(NC(Cc1ccccc1)C(=O)O)/C(=C/c1ccco1)NC(=O)c1cccc(Br)c1 (stereo not drawn),i
CN(Cc1cccc(Cl)c1Cl)C(=O)c1ccc(NC(=O)CC#N)cc1,i
C=CCc1cccc(/C=N/NC(=O)CCCNc2ccc(C)cc2)c1O,i
COC(=O)c1sccc1NC(=O)c1c(C)c(-c2cccc(Cl)c2)nc2ccccc12,0.8
O=C(CN(Cc1ccco1)C(=O)c1ccc(Cl)cc1)Nc1ccc(Cl)c(Cl)c1,i
O=C(O)/C(=C/c1ccco1)NC(=O)c1ccccc1,i
C/C(CC(=O)Nc1cccc2c1CCCC2)=N\NC(=O)COc1ccccc1,i
O=C(CSc1nnc(Nc2ccccc2)s1)Nc1cccc(S(=O)(=O)N2CCCCC2)c1,0.7
CN=C(c1ccccc1)c1c(C)cccc1C,0.7
c1ccc(-c2cn3nc(-c4ccccc4)cnc3n2)cc1,i
COc1cccc(CN(C)CC(=O)NNC(=O)c2ccc(Cl)cc2)c1,0.1
CCOc1ccccc1NC(=O)C(OC(=O)c1ccccc1NS(=O)(=O)c1cccs1)c1ccccc1 (stereo not drawn),1.1
CCN(CC)C(=O)CNc1ccc(C(F)(F)F)cc1[N+](=O)[O-],i
CCOC(=O)c1c(C)nc2sc3c(=O)[nH]cnc3c2c1-c1ccc(OC)cc1,i
COc1ccc(C2=NN(CCC(=O)NCc3ccc4c(c3)OCO4)C(=O)CC2)cc1,0.5
Cc1ccc(NC(=S)c2ccc(N(C)C)cc2)cc1,2.2
CCCCNC(=O)Cc1c(OC)ccc2cc(Br)ccc12,0.9
CC1=C(C)CC(C(=O)NNC(=O)c2csc(C)c2C)C(C(=O)O)C1 (stereo not drawn),0.3
CCn1cc([N+](=O)[O-])c(C(=O)N2N=C(c3ccc(OC)cc3OC)CC2c2ccccc2O)n1 (stereo not drawn),0.7
CN(/N=C/C=C/c1ccccc1)C1=NS(=O)(=O)c2ccccc21,1.6
COc1ccc(CCNC(=O)COc2ccc(-c3ccccc3)cc2)cc1OC,i
O=C(Nc1ccc(Nc2ccccc2)cc1)C(Cl)Cl,i
COC(=O)c1c(-c2ccc(OC)cc2)oc2ccccc12,i
O=[N+]([O-])c1ccc(-n2nnnc2-c2ccccc2)c([N+](=O)[O-])c1,i

# The list continues.
SMILES,Dengue virus CPE
CC1CCCCN1S(=O)(=O)c1ccc(N(C(=O)c2cnccn2)C(C(=O)NC2CCCCC2)c2cccs2)cc1 (stereo not drawn),2.8
Cc1cc(F)ccc1NCC(=O)Nc1ccccc1Br,2.6
CC(C)NC(=O)c1onc(CSc2ccc(F)c(F)c2)c1C(=O)NC(C)C,1.6
CCc1cc2c(NC(Cc3c[nH]c4ccccc34)C(=O)O)nc(C)nc2s1 (stereo not drawn),0.1
Fc1ccccc1CSc1ncnc2sc3c(c12)CCCC3,i
Cc1cc(C)nc(SCC(=O)OCC(=O)Nc2nc3ccccc3s2)n1,0.3
CCOC(=O)C(C)Sc1ncnc2c1c(-c1ccccc1)cn2-c1ccc(OC)cc1 (stereo not drawn),1.5
COC(=O)C1=C(C)N(Cc2ccccc2)C(=NCCN2CCOCC2)N[C@H]1CCc1ccccc1,1.5
CCC(=O)N(C)CCc1cc2c(c(OC)c1/C=N/NC(=O)c1ccccc1O)OCO2,0.1
COc1ccc(C2=[N+](C)CCn3cccc32)c(OC)c1,1.9
O=C(Oc1ccccc1N1C(=O)C2CC=CCC2C1=O)c1ccc(Br)cc1 (stereo not drawn),0.1
O=c1[nH]c(N/N=C/c2ccccc2Br)nnc1-c1ccccc1,2.3
CC(C)CNC(=O)NC(=O)COC(=O)c1cc(F)cc(F)c1,3.1
Fc1ccc(N/N=C2/CC(c3ccccc3)Oc3ccccc32)c(F)c1 (stereo not drawn),3.8
O=C(CN1C(=O)C2C3C=CC(C3)C2C1=O)Nc1cccc(S(=O)(=O)N2CCCC2)c1 (stereo not drawn),i
O=C(NCCCN1CCOCC1)C(=O)NCC1CCCO1 (stereo not drawn),i
Cc1ccc(SCc2cc(=O)[nH]c(Nc3nc(C)c4ccc(C)cc4n3)n2)cc1,2.6
CC(C)CNC(=S)Nc1ccc(Oc2ccccc2)cc1,1.2
CCNC(=S)Nc1ccc(Cl)c(C(F)(F)F)c1,0.1
CCc1cc2c(=O)[nH]c(Cc3ccc(OC)cc3)nc2s1,1.4

# Part of the list above, as tab-separated lines.
Structure	Dengue virus CPE
CC(C)NC(=O)c1onc(CSc2ccc(F)c(F)c2)c1C(=O)NC(C)C	1.6
CCc1cc2c(NC(Cc3c[nH]c4ccccc34)C(=O)O)nc(C)nc2s1 (stereo not drawn)	0.1
Fc1ccccc1CSc1ncnc2sc3c(c12)CCCC3	i
Cc1cc(C)nc(SCC(=O)OCC(=O)Nc2nc3ccccc3s2)n1	0.3
CCOC(=O)C(C)Sc1ncnc2c1c(-c1ccccc1)cn2-c1ccc(OC)cc1 (stereo not drawn)	1.5
COC(=O)C1=C(C)N(Cc2ccccc2)C(=NCCN2CCOCC2)N[C@H]1CCc1ccccc1	1.5
CCC(=O)N(C)CCc1cc2c(c(OC)c1/C=N/NC(=O)c1ccccc1O)OCO2	0.1
COc1ccc(C2=[N+](C)CCn3cccc32)c(OC)c1	1.9
O=C(Oc1ccccc1N1C(=O)C2CC=CCC2C1=O)c1ccc(Br)cc1 (stereo not drawn)	0.1
O=c1[nH]c(N/N=C/c2ccccc2Br)nnc1-c1ccccc1	2.3
CC(C)CNC(=O)NC(=O)COC(=O)c1cc(F)cc(F)c1	3.1
Fc1ccc(N/N=C2/CC(c3ccccc3)Oc3ccccc32)c(F)c1 (stereo not drawn)	3.8
O=C(CN1C(=O)C2C3C=CC(C3)C2C1=O)Nc1cccc(S(=O)(=O)N2CCCC2)c1 (stereo not drawn)	i
O=C(NCCCN1CCOCC1)C(=O)NCC1CCCO1 (stereo not drawn)	i
Cc1ccc(SCc2cc(=O)[nH]c(Nc3nc(C)c4ccc(C)cc4n3)n2)cc1	2.6

# Further structures:
SMILES,Dengue virus CPE
S=C(NCCCN1CCOCC1)Nc1ccc(Cl)cc1,i
O=C1C(Cc2ccc(F)cc2)SC(=Nc2ccccc2)N1c1ccccc1 (stereo not drawn),1.0
Cc1c(Cl)cccc1NC(=S)N1CCN(C(=O)C2CCCO2)CC1 (stereo not drawn),i
NC(=O)CC[C@@H]1NC(=O)[C@@H]2CCCN2C(=O)c2cc([N+](=O)[O-])cc(I)c2NCCCC[C@@H](C(=O)NC(CC(=O)O)C(N)=O)NC1=O (stereo partly drawn),i
CCn1c(SCc2nc3scc(-c4ccccc4)c3c(=O)[nH]2)nnc1-c1cccs1,i

# High-throughput results (PubChem)
